LYPLA2 inh = LYPLA2 (human) inhibition in PME1 counter-screen; recombinant LYPLA2, FP-Rh probe fluorescence polarization; 320,000 tested, 0.38% active; O95372; inhibition, % at 5.9 µM; AID 2177;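 active means inhibition above the screen-wide mean plus 3 SD, limit set per campaign, cut at about 26% in these data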;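 further: 0% = LYPLA2 with DMSO and 100% = wells lacking LYPLA2 enzyme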
PAFAH2 FP inh = PAFAH2 (human) inhibition; Q99487; recombinant PAFAH2, FP-rhodamine activity probe, fluorescence polarization; inhibition, % at 3.39 µM; 340,000 tested, 0.99% active; AID 492956;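 active means inhibition above the mean over all tested compounds plus 3 SD, cut at about 30% in these data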;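 further: inhibitors block probe labeling of enzyme so polarization drops; 0% = enzyme with DMSO and 100% = wells lacking PAFAH2 protein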
PAFAH1B3 inh = blocks human PAF acetylhydrolase 1B catalytic subunit 3 | recombinant PAFAH1B3, FP-rhodamine probe, fluorescence polarization | inhibition, % at 3.39 µM | 340,000 tested, 0.28% active | AID 492972;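 active means inhibition above the screen-wide average of all tested compounds plus 3 SD, cut at about 25% in these data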;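 further: 0% = enzyme with DMSO only and 100% = wells lacking PAFAH1B3 protein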
Target sequence (Q15102 whole entry, looked up): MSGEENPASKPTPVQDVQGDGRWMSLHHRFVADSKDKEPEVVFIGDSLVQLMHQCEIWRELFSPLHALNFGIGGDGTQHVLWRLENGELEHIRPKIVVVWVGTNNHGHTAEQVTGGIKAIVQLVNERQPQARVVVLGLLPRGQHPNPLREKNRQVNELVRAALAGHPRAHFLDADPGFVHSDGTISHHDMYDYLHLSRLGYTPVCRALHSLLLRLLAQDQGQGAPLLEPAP
GSTO1 inh = counter-screen for RBBP9 inhibitors: inhibitors of human GSTO1; P78417; recombinant GSTO1, activity-based probe fluorescence polarization; inhibition, % at 5.96 µM; 300,000 tested, 1.1% active;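 active means inhibition above the campaign mean inhibition plus 3 SD, cut at about 35% in these data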;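 further: 0% = GSTO1-1 with DMSO and 100% = wells lacking GSTO1-1 enzyme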
Target sequence (P78417 whole entry, looked up): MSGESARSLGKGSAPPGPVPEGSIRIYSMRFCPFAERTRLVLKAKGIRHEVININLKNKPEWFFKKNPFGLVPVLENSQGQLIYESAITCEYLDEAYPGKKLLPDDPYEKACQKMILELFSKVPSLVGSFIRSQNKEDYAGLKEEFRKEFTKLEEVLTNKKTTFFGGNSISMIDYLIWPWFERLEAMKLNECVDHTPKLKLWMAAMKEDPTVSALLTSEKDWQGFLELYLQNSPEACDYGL
PAFAH1B2 FP inh = inhibitors of human PAFAH1B2; P68402; recombinant PAFAH1B2, FP-rhodamine activity probe, fluorescence polarization; inhibition, % at 3.39 µM; 340,000 tested, 1.2% active;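 active means inhibition above the mean of all tested compounds plus 3 SD, cut at about 24% in these data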;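 further: 0% = enzyme with DMSO and 100% = wells lacking PAFAH1B2; many of its hits are not listed in these tables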
PME-1 inh = PME-1 (human) inhibition; Q9Y570; recombinant PME-1, FP-Rh probe fluorescence polarization; inhibition, % at 5.9 µM; 320,000 tested, 0.53% active; AID 2130;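 active means inhibition above the campaign mean of all compounds plus 3 SD, cut at about 26% in these data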;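 further: competitive labeling of PME-1 active site by serine hydrolase directed probe; 0% = PME-1 with DMSO and 100% = wells lacking PME-1 enzyme; inhibitors block probe labeling so polarization falls and inhibition rises; many of its hits are not listed in these tables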
PAD4 inh = blocks human protein arginine deiminase 4; inhibition, % at 6.36 µM; 330,000 tested, 0.41% active; recombinant PAD4, RCA probe fluorescence polarization; AID 485272;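 active means percent inhibition above a cutoff equal to the mean of all tested compounds plus 3 SD, cut at about 15% in these data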;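 further: 0% = PAD4 with RCA probe and DMSO and 100% = probe without PAD4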
LYPLA1 inh = counter-screen for PME1 inhibitors: inhibitors of human LYPLA1; recombinant LYPLA1, FP-Rh probe fluorescence polarization; inhibition, % at 5.9 µM; 320,000 tested, 0.16% active; AID 2174;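 active means inhibition above the mean of all tested compounds plus 3 SD, set per campaign, cut at about 14% in these data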;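 further: inhibitors block serine hydrolase probe labeling of LYPLA1 so polarization falls; 0% = enzyme with DMSO and 100% = wells lacking LYPLA1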
Target sequence (O75608 whole entry, looked up): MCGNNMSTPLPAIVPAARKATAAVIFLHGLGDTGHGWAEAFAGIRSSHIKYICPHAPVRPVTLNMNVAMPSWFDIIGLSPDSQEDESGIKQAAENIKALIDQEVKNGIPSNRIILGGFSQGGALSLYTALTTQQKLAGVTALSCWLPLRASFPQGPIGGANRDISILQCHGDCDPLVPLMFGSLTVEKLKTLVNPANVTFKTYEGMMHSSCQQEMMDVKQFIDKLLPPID
pPAFAH inh = inhibitors of human plasma PAF acetylhydrolase (pPAFAH); Q13093; recombinant pPAFAH, FP-rhodamine probe fluorescence polarization; inhibition, % at 3.39 µM; 330,000 tested, 1.5% active;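 active means inhibition above the mean inhibition across the screen plus 3 SD, cut at about 25% in these data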;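 further: inhibitors block binding of the rhodamine activity-based probe so polarization drops; 0% = enzyme with DMSO and 100% = wells lacking pPAFAH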
* marks the source's active call; other numbers are inactive results; x = not tested or not shown. Some of the compounds tested; the hit share may differ from the screen's.

smiles	LYPLA2 inh	PAFAH2 FP inh	PAFAH1B3 inh	GSTO1 inh	PAFAH1B2 FP inh	PME-1 inh	PAD4 inh	LYPLA1 inh	pPAFAH inh
CC(C)N(Cc1cc2ccccc2[nH]c1=O)C(=O)c1cccnc1	2	0	-3	3	7	4	-2	2	0
Cc1nnc(NC(=O)c2ccc(S(=O)(=O)N(C)Cc3ccccc3)cc2)o1	0	3	1	7	2	-7	-2	0	-2
CCCCNC(=O)COC(=O)c1c2c(nc3ccccc13)/C(=C/c1cccs1)CC2	-12	6	5	-11	-2	3	-13	-12	8
CC(=O)Nc1cccc(C(=O)OC(C(=O)c2ccc(C)cc2)c2ccccc2)c1 (stereo not given)	-31	-13	-5	-9	1	-19	-1	-20	0
Cc1onc(-c2ccccc2)c1-c1ccnc(N)n1	1	-3	5	-2	1	0	-2	1	1
Cc1noc(C)c1COc1ccc(C(=O)OCC(=O)NC2CCCCC2C)cc1 (stereo not given)	-2	77*	1	5	4	5	-2	0	15
COc1ccc(N=c2oc3cc(O)ccc3cc2C(=O)NCC2CCCO2)cc1 (stereo not given)	0	-1	7	-1	8	16	4	-1	3
CCC(CC)C(=O)Nc1c(C)n(C)n(-c2ccccc2)c1=O	-5	5	5	-2	2	-6	0	1	1
Cc1ccc(NC(=S)N/N=C/c2ccc(OCCC(C)C)cc2)c(C)c1	-6	-8	-4	-12	-2	-4	-1	-6	3
COc1ccc(NC(=O)NCCN2C(=O)C3C4C=CC(C4)C3C2=O)cc1 (stereo not given)	4	-6	5	6	5	-2	-5	7	3
O=C(OC1CCc2ccccc2C1=O)c1ccccc1O (stereo not given)	8	-4	6	54*	2	3	1	-2	6
COCCOCC(O)CN1CCN(c2ccc(C)cc2)CC1 (stereo not given)	-1	-2	3	2	2	-3	-1	-1	5
O=C(CSc1nc2ccccc2c(=O)n1CCCO)NC1CC1	2	-2	10	x	4	3	-2	-1	2
CNc1ccn(C2CCCO2)c(=O)n1 (stereo not given)	-3	-3	2	-3	0	-5	0	-3	4
CC1CCN(C(=O)C(C)Sc2nc(-c3ccccc3)cc(C(F)(F)F)n2)CC1 (stereo not given)	2	-11	1	-9	1	3	-1	-1	9
CCOC(=O)C1CCN(c2ncnc3c2cnn3-c2ccc(Cl)cc2)CC1	5	-1	5	2	4	2	-2	-2	-2
COc1cc(NC(=O)C/C(C)=N/NC(=O)C(OC)c2ccccc2)c(OC)cc1Cl (stereo not given)	3	1	4	1	4	3	-1	2	3
O=C(CN1C(=O)NC2(CCCCC2)C1=O)Nc1ccc(N2CCCCC2)cc1	x	5	7	x	1	x	6	x	-4
COc1cc(CNC(C)(C)CO)cc(Br)c1OCc1ccc(Cl)cc1	-1	2	0	2	-1	-1	2	-5	-3
Cc1cc(C)cc(CC2CC(=O)N(c3nc(C)cc(C)n3)C2=O)c1 (stereo not given)	1	3	3	0	-2	4	2	7	1
CCNC(=O)C(=O)Nc1ccc([N+](=O)[O-])cc1	4	-1	11	5	6	2	-1	1	-3
CC1CCCCN1S(=O)(=O)c1ccc(C(=O)Nc2ccccc2-c2nc3ccccc3[nH]2)cc1 (stereo not given)	8	37*	-36	-12	4	28*	-3	-6	-15
O=C1CCN(CCc2ccccc2)CCN1CCOc1ccccc1	4	-3	-3	5	-2	0	0	0	18
O=C(NCc1ccc2c(c1)OCO2)C1CCCN1S(=O)(=O)c1ccc(F)cc1 (stereo not given)	4	-2	6	3	0	3	0	3	4
CCC(C)NC(=O)c1cn(CC)c2cc(N3CCN(C)CC3)c(F)cc2c1=O (stereo not given)	-3	x	x	10	x	-1	3	-1	-7
COc1cc(C(=O)OCC(=O)NCc2ccco2)cc(OC)c1OC	4	3	8	-5	8	0	-5	4	2
O=S(=O)(c1cnc[nH]1)N1CCCCCC1	9	6	3	-14	6	-7	-2	2	5
FC(F)Oc1ccc(/C=N/N2CCCCC2)c(OC(F)F)c1	3	x	x	3	x	1	3	-3	2
O=C(O)c1ccc(NC(=S)NC2CCCCC2)cc1	-7	5	7	1	4	-4	0	-1	2
CCCCn1c(NC(=O)c2ccccc2)nc2ccccc21	-3	-3	9	3	7	3	-1	-4	9
CNC(=S)N1CCC(NC(=O)C23CC4CC(CC(C4)C2)C3)CC1	6	x	x	-9	x	4	-1	2	-2
Cc1ccc(NC(=O)C(C)OC(=O)c2ccc(Cl)nc2)cc1S(=O)(=O)N1CCOCC1 (stereo not given)	-2	1	-2	15	0	-6	0	-4	9
O=C(Cn1cnc2sc(-c3ccccc3)cc2c1=O)NCc1ccccc1	-6	-5	-2	2	-2	-25	-4	-3	-4
COC(=O)c1ccc(OC)c(OC2CCCC2)c1	-1	-11	1	-7	7	1	-1	2	3
CC1CCCN(C(=O)CN(c2ccccc2)S(=O)(=O)c2ccc(F)cc2)C1 (stereo not given)	-4	-1	3	x	6	10	6	-2	1
CNC(=O)CSc1nc2[nH]ncc2c(=O)[nH]1	-8	0	-1	9	2	-2	-4	-3	-7
CC(C)NS(=O)(=O)c1ccc(CCC(=O)N2CCC(C(N)=O)CC2)cc1	5	5	15	-10	0	2	3	2	4
NNC(=O)CNC(=O)c1ccccc1F	-3	3	1	-1	4	0	-2	1	-1
Cc1ccccc1OCc1ccc(C(=O)N2CC(C)OC(C)C2)o1 (stereo not given)	1	-11	6	0	5	0	-1	1	1
COc1ccc(/C=N/NC(=O)CN2CCS(=O)(=O)CC2)cc1	8	6	10	8	1	0	0	0	-1
Cc1cc(N/C=C/C(=O)c2ccc(Br)cc2)no1	-5	-3	2	-3	-5	-1	2	-3	3
Cc1cccc(C)c1NC(=O)c1cccc2c1C(=O)N(C1CCCCC1)C2	-9	-1	6	2	1	-8	-3	-3	4
O=C(N/N=C/c1cccc(F)c1)c1csc2c1CCCC2	6	-3	-3	-5	2	-12	-2	1	4
COc1cc(C(=O)Nc2cccc(-c3nc4cc(C)ccc4o3)c2)cc(OC)c1OC	-10	-10	4	-6	1	-1	-3	-8	2
Cc1ccccc1Nc1nc(N)nc(CN2CCN(c3ccccn3)CC2)n1	6	-4	7	-3	-1	-1	-5	1	6
Cn1cnnc1Sc1ccc(C(=O)OCC(=O)Nc2ccccc2)cc1[N+](=O)[O-]	-1	59*	0	14	0	-6	-1	0	7
O=C(NCCCn1ccnc1)c1cn(-c2ccccc2)nc1-c1ccccc1	1	0	4	0	-1	-2	-4	-1	3
CCCc1c(O)nc(SC2CC(=O)N(c3cc(OC)ccc3OC)C2=O)[nH]c1=O (stereo not given)	-3	-3	10	3	3	-2	0	0	1
Cc1ccc(C(=O)CSC2=C(C#N)C(c3ccco3)CC(=O)N2)c(C)c1 (stereo not given)	12	11	15	13	8	0	-2	-4	28*
O=C(C1CCCC1)N1CCCC(Nc2ccc(F)cc2)C1 (stereo not given)	-2	2	2	0	1	-2	-4	-2	3
CC1(C#N)c2ccccc2C(Br)=CN1C(=O)c1ccccc1 (stereo not given)	6	4	8	5	2	-2	1	-1	8
Cc1ccccc1CCNC(=O)Cn1nc(C)c2c(C)n(-c3ccccc3)nc2c1=O	-3	0	-2	5	5	-11	-4	-5	5
CCOCc1nc(N)[nH]c(=O)c1Cc1ccc(OC(C)C)cc1	4	8	12	5	-2	-4	0	5	7
Oc1cc(-c2cccnc2)cc2cccnc12	5	8	-1	x	1	2	0	2	7
COC(=O)Nc1ccc(S(=O)(=O)Nc2ccc(C(=O)O)cc2)cc1	2	-1	-2	2	8	-6	-3	2	1
CC(C)(C)C(=O)NNc1nc(-c2ccccc2)c2cc(Br)ccc2n1	-6	-43	2	7	-1	-7	-4	-4	7
Cc1cccc(NC(=O)[C@@H]2CCCN2S(=O)(=O)c2ccc(Cl)cc2)c1	x	6	4	x	4	x	2	x	1
O=C(NCc1cccs1)C1CCCN1C(=O)Nc1ccccc1[N+](=O)[O-] (stereo not given)	-4	-5	2	-2	-3	-3	-4	-2	0
CC(=O)Nc1ccc(S(=O)(=O)N(C)CC(=O)OCCOc2cccc(C)c2)cc1	3	2	6	2	5	0	0	0	-9
Cc1cc(/C=N/NC(=O)c2nn(C)cc2Cl)c(C)n1-c1cccc(Br)c1	0	0	2	-1	2	2	-4	-1	10

(more compounds)
smiles	LYPLA2 inh	PAFAH2 FP inh	PAFAH1B3 inh	GSTO1 inh	PAFAH1B2 FP inh	PME-1 inh	PAD4 inh	LYPLA1 inh	pPAFAH inh
CCOc1ncccc1C(=O)Nc1nnc(C2CC2)s1	3	-7	5	-3	4	3	4	-2	-4
O=C(N/N=C/c1ccc(N2CCOCC2)s1)c1ccc(NS(=O)(=O)c2cccs2)cc1	-2	3	10	8	5	-2	0	4	14
O=C1CCCN1CCC(=O)N1CCCC(CO)(Cc2ccccc2)C1 (stereo not given)	4	2	8	-1	0	-10	5	-2	-10
Cc1n[nH]c(C)c1CS(=O)(=O)c1ccccc1	-6	4	0	1	5	-5	1	-4	1
O=C(CCCOc1ccc(Cl)cc1Cl)N1CCc2ccccc2C1	-1	5	-1	1	2	-1	-4	-2	1
CCc1nnc(N/N=C/c2cc(Br)c(O)cc2O)n1N	5	6	26*	68*	9	-3	37*	0	7
CCOc1ccc(NC(=O)C(=O)NCCN2CCN(C(=O)c3ccc(C)cc3)CC2)cc1	2	-2	6	2	5	4	-8	3	7
Cc1c(C(=O)N2CCN(S(C)(=O)=O)CC2)oc2ccccc12	3	-2	11	0	3	-1	2	0	8

Bioassay records (PubChem BioAssay)
